Screening data deposited in PubChem by Broad Institute.
TcdB inh: inhibitors of Clostridioides difficile toxin B glycohydrolase. AID 652162. hit rate 0.24% among 350,000. TcdB glycohydrolase enzymatic assay, plate reader. inhibition, % at 9.99 µM. P18177; in the data active means inhibition above about 10%
An asterisk follows results filed as active. These rows are one share of the data; rates above refer to the full screens.

SMILES	TcdB inh
O=C(c1ccc(F)cc1)N1CCCCN2[C@@H](CO)[C@H](c3ccc(/C=C/c4ccccc4)cc3)[C@@H]2C1	-1.0
C/C=C/c1ccc2c(c1)O[C@@H](CN(C)Cc1ccccc1)[C@@H](C)CN([C@@H](C)CO)S2(=O)=O	0.1
CCC(=O)Nc1ccc2c(c1)OC[C@H](C)N(C(=O)c1ccccc1F)C[C@H](C)[C@H](OC)CN(C)C2=O	0.0
CN(C)CC(=O)N1[C@H](CO)[C@H](c2ccccc2)C12CN(C(=O)c1ccc(F)cc1)C2	0.0
O=C(C1CCCCC1)N1CC2(C1)[C@H](c1ccccc1)[C@H](CO)N2Cc1nccs1	-0.3
C[C@H](CO)N1C[C@H](C)[C@@H](CN(C)CC2CCOCC2)Oc2ncc(-c3cncnc3)cc2C1=O	-1.3
COc1ccccc1-c1ccccc1[C@@H]1[C@H](C#N)N(C(=O)C2CCOCC2)[C@H]1CO	0.4
C[C@@H]1CN([C@@H](C)CO)C(=O)c2cc(NC(=O)CCCN(C)C)ccc2O[C@@H](C)CCCCO[C@H]1CN(C)Cc1ccc2c(c1)OCO2	1.5
C[C@@H]1CCCCO[C@@H](CN(C)C(=O)C2CCCCC2)[C@H](C)CN([C@H](C)CO)C(=O)c2cc(NC(=O)Nc3ccc(F)cc3)ccc2O1	-1.1
Cc1ccc(S(=O)(=O)N(C)C[C@@H]2Oc3cc(C#Cc4ccccc4)ccc3S(=O)(=O)N([C@@H](C)CO)C[C@H]2C)cc1	-1.3
CCCC#Cc1ccc([C@H]2[C@H]3CN(S(=O)(=O)c4ccccc4C)CC(=O)N3[C@H]2CO)cc1	0.3
CO[C@H]1CN(C)C(=O)c2ccc(NC(=O)C3CCOCC3)cc2OC[C@H](C)NC[C@H]1C	0.8
C[C@@H]1CN([C@@H](C)CO)C(=O)c2cc(NS(=O)(=O)c3cccs3)ccc2O[C@H]1CN(C)Cc1ccc(C(=O)Nc2ccccc2N)cc1	1.2
O=C(C[C@H]1C=C[C@H](NC(=O)c2ccc(F)cc2)[C@@H](CO)O1)NCc1ccncn1	-2.8
Cc1cccc(-c2ccc([C@@H]3[C@@H](CO)N4CCCCN(Cc5cncnc5)C[C@@H]34)cc2)c1	2.4
Cc1noc(C)c1S(=O)(=O)Nc1ccc2c(c1)C(=O)N([C@H](C)CO)C[C@H](C)[C@H](CN(C)S(=O)(=O)c1c(C)noc1C)OCCCC[C@@H](C)O2	-6.1
CN(C)CC(=O)N1[C@@H](CO)[C@@H](c2ccccc2)C12CN(C(=O)C1CCCC1)C2	0.3
CO[C@H]1CC[C@H]2CCOc3c(C#N)cccc3C(=O)N(C)CCCC(=O)N(C)C[C@H]1O2	0.2
COc1ccccc1C(=O)Nc1ccc2c(c1)OC[C@@H](C)NC[C@@H](C)[C@@H](OC)CN(C)C2=O	1.6
CCNC(=O)C[C@H]1CC[C@H]2[C@@H](COC[C@H](O)CN2C(=O)c2cccnc2)O1	-0.8
CN(C)C(=O)c1ccc(-c2ccc([C@@H]3[C@@H](CO)N4CCCCN(C(=O)C5CCCC5)C[C@@H]34)cc2)cc1	-0.3
C[C@H]1CCCCO[C@@H](CN(C)Cc2ccc(C(=O)O)cc2)[C@@H](C)CN([C@@H](C)CO)C(=O)c2cc(NC(=O)Nc3cccc4ccccc34)ccc2O1	0.2
CCC(=O)N[C@@H]1CC[C@H](CC(=O)NCc2cc(F)cc(F)c2)O[C@@H]1CO	1.7
C[C@@H]1CN([C@H](C)CO)C(=O)Cc2cc(N(C)C)ccc2O[C@H]1CN(C)C(=O)Nc1ccc2c(c1)OCO2	-12
C[C@@H]1CN([C@H](C)CO)C(=O)c2cc(C3=CCCC3)cnc2O[C@@H]1CN(C)C(=O)Nc1ccccc1	1.1
COc1cccc(S(=O)(=O)N(C)C[C@@H]2Oc3cc(C#CCC(C)C)ccc3S(=O)(=O)N([C@H](C)CO)C[C@@H]2C)c1	-0.9
C[C@@H]1CN([C@H](C)CO)C(=O)Cc2cc(NC(=O)Cc3cn(C)c4ccccc34)ccc2O[C@@H]1CN(C)Cc1ccc(C(=O)O)cc1	-0.8
CCCNC(=O)N[C@@H]1CC[C@@H](CC(=O)NC2CCCCC2)O[C@@H]1CO	-1.2
C[C@@H]1CN([C@H](C)CO)C(=O)c2cccc(NC(=O)NC3CCCCC3)c2O[C@H]1CN(C)S(=O)(=O)c1ccccc1	1.2
CN1CCN(C(=O)[C@@H]2[C@@H](CO)[C@@H]3Cn4c(cccc4=O)[C@@H]3N2Cc2cc(F)ccc2F)CC1	0.0
C[C@@H]1CCCCO[C@@H](CN(C)C(=O)NC2CCCCC2)[C@H](C)CN([C@@H](C)CO)C(=O)c2cc(NC(=O)CCCCCC(=O)Nc3ccccc3N)ccc2O1	-0.4
C[C@H](CO)N1C[C@H](C)[C@H](CN(C)C(=O)[C@@H]2CCCN2C)OCc2ccccc2-c2c(n(C)c3ccccc23)C1=O	-0.2
CC(=O)N1C[C@@H]2[C@H](c3ccccc31)[C@H](CO)N2S(=O)(=O)c1ccccc1	0.2
C[C@@H]1CN([C@@H](C)CO)C(=O)c2cc(C3=CCCCC3)cnc2O[C@@H]1CN(C)CC1CCOCC1	-1.7
C[C@H]1CN([C@@H](C)CO)C(=O)c2ccccc2-c2ccccc2CO[C@H]1CN(C)C(=O)Nc1cccc(C(F)(F)F)c1	0.4
C[C@@H]1CN([C@H](C)CO)C(=O)Cc2cc(NS(=O)(=O)c3ccc(Cl)cc3)ccc2O[C@H]1CN(C)S(C)(=O)=O	-1.7

The last five entries of the part before lead into the next:
SMILES	TcdB inh
C[C@H](CO)N1C[C@H](C)[C@H](CN(C)C(=O)[C@@H]2CCCN2C)OCc2ccccc2-c2c(n(C)c3ccccc23)C1=O	-0.2
CC(=O)N1C[C@@H]2[C@H](c3ccccc31)[C@H](CO)N2S(=O)(=O)c1ccccc1	0.2
C[C@@H]1CN([C@@H](C)CO)C(=O)c2cc(C3=CCCCC3)cnc2O[C@@H]1CN(C)CC1CCOCC1	-1.7
C[C@H]1CN([C@@H](C)CO)C(=O)c2ccccc2-c2ccccc2CO[C@H]1CN(C)C(=O)Nc1cccc(C(F)(F)F)c1	0.4
C[C@@H]1CN([C@H](C)CO)C(=O)Cc2cc(NS(=O)(=O)c3ccc(Cl)cc3)ccc2O[C@H]1CN(C)S(C)(=O)=O	-1.7
CCNC(=O)Nc1ccc2c(c1)C(=O)N(C)[C@H]1CC[C@H](CC(=O)Nc3ccccc3)O[C@H]1CO2	0.5
CCC(=O)N(CC)C[C@@H]1[C@@H](c2ccccc2)[C@H](CO)N1C(C)=O	0.8
CCN1[C@@H]2Cn3c(ccc(-c4ccncc4)c3=O)[C@H]1[C@@H](C(=O)NCc1ccccc1)[C@@H]2CO	-2.7
COc1ccc2c3c([nH]c2c1)[C@H](CO)N(S(C)(=O)=O)CC31CN(C(=O)Nc2ccccc2)C1	0.2
C[C@H]1CN([C@@H](C)CO)C(=O)c2cc(NC(=O)CCN3CCOCC3)ccc2O[C@@H]1CN(C)Cc1ccc2c(c1)OCO2	0.2
C[C@H](CO)N1C[C@H](C)[C@@H](CN(C)C(=O)Nc2ccccc2)Oc2ccc(NC(=O)Cn3cnnn3)cc2CC1=O	-0.1
O=C(C1CC1)N1CC[C@@H]2[C@H](CO)Nc3ccc(C4=CCCCC4)cc3[C@@H]21	4.9
C[C@@H]1CCCCO[C@@H](CN(C)C(=O)CCCN(C)C)[C@H](C)CN([C@H](C)CO)C(=O)c2cc(NS(=O)(=O)c3cn(C)cn3)ccc2O1	-1.3
O=C(C[C@@H]1CC[C@@H]2[C@H](COC[C@@H](O)CN2C(=O)C2CCCC2)O1)NCc1ccncc1	-4.1
COc1ccc(S(=O)(=O)Nc2cccc3c2O[C@H](CN(C)S(=O)(=O)c2ccc(OC)cc2)[C@H](C)CN([C@@H](C)CO)C3=O)cc1	0.2
C[C@@H]1CCCCO[C@H](CN(C)C(=O)CCCN(C)C)[C@@H](C)CN([C@@H](C)CO)C(=O)c2cc(NC(=O)C3CCCCC3)ccc2O1	0.0
CCC(=O)N1C[C@H]2[C@@H](c3ccccc31)[C@@H](CO)N2C(=O)Nc1ccccc1F	0.5
CCCC#Cc1ccc2c(c1)O[C@@H](CN(C)S(=O)(=O)c1cccc(OC)c1)[C@H](C)CN([C@@H](C)CO)S2(=O)=O	1.7
COc1ccc(NC(=O)Nc2ccc3c(c2)[C@@H]2C[C@@H](CC(=O)N[C@@H](C)c4ccccc4)O[C@H](CO)[C@@H]2O3)cc1	-1.8
CC(C)NC(=O)N(C)C[C@H]1Oc2c(NC(=O)C3CCCCC3)cccc2C(=O)N([C@@H](C)CO)C[C@H]1C	-0.2
CCN1C[C@@H](C)[C@H](OC)CN(C)C(=O)c2cc(NC(=O)NC(C)C)ccc2OC[C@H]1C	0.2
C[C@H](CO)N1C[C@H](C)[C@H](CN(C)C(=O)CCCN(C)C)OCCCC[C@H](C)Oc2ccc(NS(=O)(=O)c3ccc(F)cc3)cc2C1=O	-2.0
O=C(C1CCCC1)N1C[C@H]2[C@@H](c3ccccc31)[C@H](CO)N2C(=O)Cc1ccccn1	0.6
CCS(=O)(=O)N1CCCCN2[C@H](CO)[C@@H](c3ccc(-c4cccc(C#N)c4)cc3)[C@H]2C1	-9.2
Cc1noc(C)c1S(=O)(=O)Nc1ccc2c(c1)C(=O)N([C@@H](C)CO)C[C@@H](C)[C@@H](CN(C)Cc1ccc3c(c1)OCO3)OCCCC[C@H](C)O2	-1.1
COc1ccc2c3c([nH]c2c1)[C@H](CO)N(C(=O)c1ccccc1)CC31CN(C(=O)Nc2cccc(F)c2)C1	-0.2
COc1ccc(CN(C)C[C@@H]2Oc3ccc(NC(=O)NC(C)C)cc3C(=O)N([C@@H](C)CO)C[C@H]2C)cc1	0.6
COCC(=O)N1[C@H](C(=O)N2CCN(C)CC2)[C@@H](CO)[C@@H]2Cn3c(ccc(C4=CCCCC4)c3=O)[C@@H]21	0.2
C[C@H](CO)N1C[C@H](C)[C@H](CN(C)C(=O)Nc2ccc3c(c2)OCO3)Oc2ccc(NS(=O)(=O)c3ccccc3)cc2C1=O	0.5

Quoted at random: two compounds from above
SMILES	TcdB inh
COc1ccc(CN(C)C[C@@H]2Oc3ccc(NC(=O)NC(C)C)cc3C(=O)N([C@@H](C)CO)C[C@H]2C)cc1	0.6
COc1ccc(NC(=O)Nc2ccc3c(c2)[C@@H]2C[C@@H](CC(=O)N[C@@H](C)c4ccccc4)O[C@H](CO)[C@@H]2O3)cc1	-1.8

Next entries.
SMILES	TcdB inh
Cc1noc(C)c1S(=O)(=O)Nc1ccc2c(c1)C(=O)N([C@H](C)CO)C[C@H](C)[C@H](CN(C)S(=O)(=O)c1ccc(F)cc1)OCCCC[C@@H](C)O2	0.8
C[C@H]1CN([C@@H](C)CO)C(=O)Cc2cc(NC(=O)Cn3cnnn3)ccc2O[C@H]1CN(C)S(=O)(=O)c1ccc(F)cc1	0.8
COc1ccc(S(=O)(=O)N(C)C[C@H]2OCCCC[C@H](C)Oc3ccc(NS(=O)(=O)c4ccc(F)cc4)cc3C(=O)N([C@H](C)CO)C[C@@H]2C)cc1	0.7
O=C(C[C@H]1C=C[C@H](NC(=O)NC2CCCCC2)[C@@H](CO)O1)NCc1ccccc1	-0.3
CCS(=O)(=O)N1CCC2(CC1)CN(CC1CCOCC1)[C@H](CO)c1c2c2ccc(OC)cc2n1C	-0.5
CCC(=O)N(C)C[C@@H]1Oc2cc(C#CC(C)(C)O)ccc2S(=O)(=O)N([C@@H](C)CO)C[C@H]1C	-0.1
C[C@@H]1CCCCO[C@@H](CN(C)S(=O)(=O)c2cccs2)[C@@H](C)CN([C@H](C)CO)C(=O)c2cc(NC(=O)Nc3ccc(C(F)(F)F)cc3)ccc2O1	0.4
COc1ccccc1CNC(=O)C[C@H]1C=C[C@H](NC(=O)CN(C)C)[C@H](CO)O1	-5.4
C[C@H](CO)N1C[C@H](C)[C@H](CN(C)Cc2ccccc2)Oc2ccc(NC(=O)C3CC3)cc2CC1=O	0.8
COCCNC(=O)C[C@H]1CC[C@H]2[C@@H](COc3ccc(NC(=O)Cc4ccccc4)cc3C(=O)N2C)O1	1.0
COc1ccc2c3c(n(C)c2c1)[C@H](CO)N(Cc1ccncc1)CC31CN(C(=O)C2CCC2)C1	0.1
Cc1ccccc1S(=O)(=O)N1CCCCN2[C@H](CO)[C@@H](c3ccc(-c4cncnc4)cc3)[C@@H]2C1	0.1

Some of the entries above in another layout.
> C[C@H]1CN([C@@H](C)CO)C(=O)Cc2cc(NC(=O)Cn3cnnn3)ccc2O[C@H]1CN(C)S(=O)(=O)c1ccc(F)cc1
  TcdB inh: 0.8
> COc1ccc(S(=O)(=O)N(C)C[C@H]2OCCCC[C@H](C)Oc3ccc(NS(=O)(=O)c4ccc(F)cc4)cc3C(=O)N([C@H](C)CO)C[C@@H]2C)cc1
  TcdB inh: 0.7
> O=C(C[C@H]1C=C[C@H](NC(=O)NC2CCCCC2)[C@@H](CO)O1)NCc1ccccc1
  TcdB inh: -0.3

Next part:
SMILES	TcdB inh
CN1C(=O)c2cc(NC(=O)c3ccc(F)c(F)c3)ccc2OC[C@@H]2O[C@H](CC(=O)N3CCOCC3)CC[C@H]21	0.6
COc1ccccc1C#Cc1ccc2c(c1)O[C@H](CN(C)Cc1ccccc1)[C@H](C)CN([C@@H](C)CO)S2(=O)=O	-1.8
CC(C)NC(=O)Nc1cccc2c1O[C@H](CN(C)Cc1ccc(Oc3ccccc3)cc1)[C@@H](C)CN([C@H](C)CO)C2=O	-5.4
CCCC#Cc1ccc([C@H]2[C@@H](CO)N3CCCCN(S(=O)(=O)Cc4ccccc4)C[C@H]23)cc1	0.1
CC(C)NC(=O)N[C@@H]1CC[C@@H](CCNS(=O)(=O)c2ccc(F)cc2)O[C@H]1CO	-1.4
COCC(=O)N(C)C[C@H]1Oc2cc(C#C[C@@H](C)O)ccc2S(=O)(=O)N([C@@H](C)CO)C[C@@H]1C	1.0
CN1CCN(C(=O)C[C@@H]2CC[C@@H]3[C@H](COc4ccc(NC(=O)C5CCCC5)cc4C(=O)N3C)O2)CC1	0.0
C[C@H]1CN([C@@H](C)CO)C(=O)Cc2cc(NC(=O)CCN3CCOCC3)ccc2O[C@@H]1CN(C)C(=O)Nc1cccc2ccccc12	-0.6
Cc1ccc(S(=O)(=O)N(C)C[C@@H]2Oc3ccc(NC(=O)Cc4ccccc4)cc3CC(=O)N([C@H](C)CO)C[C@H]2C)cc1	-0.8
